# Source: PubChem BioAssay
# PHOSPHO1 inh: inhibitors of human PHOSPHO1 phosphatase. Q8TCT1. recombinant PHOSPHO1, absorbance phosphatase assay. inhibition, % at 13.3 µM. hit rate 1.1% among 290,000. AID 1565; in the data active = inhibition above about 60%
# Target sequence (Q8TCT1 whole entry, looked up): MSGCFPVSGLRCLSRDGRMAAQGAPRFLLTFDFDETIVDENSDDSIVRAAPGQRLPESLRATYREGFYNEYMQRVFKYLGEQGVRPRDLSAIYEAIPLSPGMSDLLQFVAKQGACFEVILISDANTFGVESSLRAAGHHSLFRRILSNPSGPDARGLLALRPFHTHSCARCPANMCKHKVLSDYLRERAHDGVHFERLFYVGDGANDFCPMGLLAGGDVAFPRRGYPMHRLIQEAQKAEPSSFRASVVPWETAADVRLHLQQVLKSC
# IMP-1 inhibitor: blocks Pseudomonas aeruginosa IMP-1 metallo-beta-lactamase; purified IMP-1, nitrocefin hydrolysis, epi-absorbance fluorescence; inhibition, % at 5.6 µM; hit rate 0.45% among 290,000;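 active = inhibition above the mean plus 3 SD of all compounds in the same screening run, cut at about 4.5% in these data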;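 note: 0% = IMP-1 with DMSO and 100% = DMSO wells lacking enzyme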
#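 Material – recombinant IMP-1 enzyme, purified · Amount – IMP-1 0.2 nM before substrate addition · Medium – HEPES buffer pH 7.1 with ZnSO4 and Brij 35 · Timing – 25 °C, 15 min preincubation, 25 min reaction · Measured by – plate fluorescence quenching by hydrolysis product, ex 480/em 530 nm · Read-out – percent enzyme inhibition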
# NALP1 inh: inhibitors of NALP1 inflammasome in yeast; hit rate 0.61% among 280,000; AID 2071; S. cerevisiae NALP1/ASC/caspase-1 growth, X-gal OD620, 72 h; inhibition, % at 10 µM; in the data active = inhibition mostly above about 24%, no sharp cut-off; inactive = mostly below about 32%; note: some compounds called inactive have numbers as strong as hits
# IDE cell activ: activators of human insulin-degrading enzyme in cells; HEK cells, FAbeta-B cleavage, fluorescence polarization; 0% vehicle, 100% cell-free pure enzyme wells; activation, % at 5.96 µM; hit rate 0.073% among 340,000;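 active = activation above the mean of all tested compounds plus 3 SD, set per screening campaign, cut at about 17% in these data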
# IDE inh: inhibits human insulin-degrading enzyme in HEK cells. AID 434962. P14735. FAbetaB cleavage, fluorescence polarization. inhibition, % at 5.59 µM. hit rate 0.41% among 320,000;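 active = percent inhibition above the average of all tested compounds plus 3 SD, set per screening campaign, cut at about 16% in these data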;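 note: IDE supplied by intact live HEK cells; FP after avidin binding of uncleaved biotin substrate so inhibition keeps polarization high; 0% = DMSO wells and 100% = 60 µM reference IDE inhibitor Ii1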
# PfM18AAP inh: blocks P. falciparum M18 aspartyl aminopeptidase. recombinant PfM18AAP, H-Glu-NHMec fluorogenic cleavage. inhibition, % at 7.35 µM. hit rate 1.2% among 290,000;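 active = inhibition above the campaign mean inhibition over all tested compounds plus 3 SD, cut at about 28% in these data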;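 note: 0% = plate median of test compound wells and 100% = 2 mM ZnCl2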
# p-CIP stab down: lowers stability of the mouse p/CIP coactivator protein | Q05BA5 | F442A p/CIP-EGFP cells, EGFP fluorescence, 16 h | decrease of EGFP signal, % at 10 µM | hit rate 0.01% among 290,000 | AID 1984;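 active = EGFP signal decrease of at least 30% at 10 µM or well 3 SD below plate mean, unless failing retest; inactive = the rest, including hits failing retest or dose response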; note: some compounds called inactive have numbers as strong as hits; many of its hits are not listed in these tables
# GPR7 antag: blocks human GPR7 receptor signaling | GPR7-expressing cells, fluorescence antagonist assay | inhibition, % at 4.4 µM | hit rate 1.1% among 290,000 | AID 1861; in the data active = inhibition above about 16%, passing the limit was not always enough;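 note: cells stimulated with the agonist NPW; 0% = agonist with vehicle and 100% = vehicle without agonist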
# Target sequence (P48145 whole entry, looked up): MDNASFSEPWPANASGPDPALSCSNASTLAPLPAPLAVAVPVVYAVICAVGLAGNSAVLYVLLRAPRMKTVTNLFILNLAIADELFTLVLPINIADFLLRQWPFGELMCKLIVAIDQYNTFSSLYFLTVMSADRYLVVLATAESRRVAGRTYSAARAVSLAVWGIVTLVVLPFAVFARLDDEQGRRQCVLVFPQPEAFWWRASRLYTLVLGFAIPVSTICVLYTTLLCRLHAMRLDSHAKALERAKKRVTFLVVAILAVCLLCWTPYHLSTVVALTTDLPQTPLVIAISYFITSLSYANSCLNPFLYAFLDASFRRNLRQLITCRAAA
# VIM-2 inhibitor: inhibitors of Pseudomonas aeruginosa VIM-2 metallo-beta-lactamase; purified VIM-2, nitrocefin hydrolysis, epi-absorbance fluorescence; inhibition, % at 5.6 µM; hit rate 0.89% among 290,000;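 active = inhibition above the mean of all tested compounds plus 3 SD, cutoff set per screening run, cut at about 7.5% in these data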;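 note: red hydrolysis product quenches plate fluorescence so inhibitors raise well fluorescence; 0% = enzyme with DMSO and 100% = DMSO without enzyme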
# * = called active by the depositor; x = no result given.
PHOSPHO1 inh	IMP-1 inhibitor	NALP1 inh	IDE cell activ	IDE inh	mol	PfM18AAP inh	p-CIP stab down	GPR7 antag	VIM-2 inhibitor
-8	-1.0	10	7	-2	CC1=C(C(=O)Nc2cccc([N+](=O)[O-])c2)C2(CCC(C)CC2)OC1=O (stereo unspecified)	-3	8	0	-1.6
-10	-2.3	22	7	-4	CCc1ccc(C(c2c(C)nn(-c3ccccc3)c2N)c2c(C)nn(-c3ccccc3)c2N)cc1	-7	-15	4	-1.8
-4	-1.1	30	-4	4	O=C(O)CC(NC(=O)C12CC3CC(CC(C3)C1)C2)c1ccc(OC2CCCC2)cc1 (stereo unspecified)	0	0	-17	-1.7
31	-3.5	14	-5	0	Cn1c(SCC(=O)NCCc2ccccc2)nnc1C1CCCCC1	-12	-12	-4	-0.5
23	-1.1	12	6	-4	CCOC(=O)c1c(C)[nH]c(C)c1S(=O)(=O)N1CCN(c2ccc(F)cc2)CC1	1	-37	5	0.7
9	-3.7	19	2	1	O=C(Nc1nncs1)c1ccc(S(=O)(=O)c2ccccc2)cc1	5	1	-4	-3.0
26	-0.1	-2	4	-3	O=c1oc2cc(Br)ccc2n1Cc1ccccc1	-4	-15	-11	-2.1
20	-1.2	14	-1	2	O=C(CCN1C(=O)/C(=C/c2cccs2)SC1=S)Nc1ccc(O)cc1	3	-14	6	-2.0
x	-1.1	25	3	1	Cn1c(SCc2cccc(C#N)c2)nc2ccccc2c1=O	-3	7	-5	7.0
14	-1.9	18	3	2	O=C(Cc1ccc([N+](=O)[O-])cc1)NCc1cccnc1	1	3	-15	-0.6
42	-3.0	0	6	7	O=C(N/N=C/c1c[nH]c2ccccc12)c1ccc(Cl)cc1	9	-4	-4	-2.6
-6	-2.9	13	-4	-4	CCn1c(-c2csc3ccccc23)n[nH]c1=S	17	3	-8	-2.9
8	-2.3	-16	-2	3	NC(=O)CCCSc1nc2ccccc2[nH]1	4	10	-9	-0.9
19	-1.4	20	2	1	COc1ccc(OC)c(S(=O)(=O)N2CCC(C(=O)NC3CCCCC3)CC2)c1	-7	-5	14	-0.3
29	0.6	14	-4	4	COc1ccc(OC)c(C(=O)c2ccc(C(=O)Nc3ccc(NC(C)=O)cc3)cc2)c1	2	-3	7	0.6
29	-1.1	0	2	-2	O=C(/C=C/c1ccccc1)c1c[nH]c2ccccc12	-2	1	1	-2.1
-6	-1.6	10	3	-6	COc1ccccc1-c1nnc(NC(C)=O)s1	2	13	-10	-2.4
4	-2.2	14	-2	1	O=C(C1CCN(S(=O)(=O)c2ccc(Br)s2)CC1)N1CCCCC1	-10	-5	2	-0.1
28	0.4	18	-5	-8	O=C(NCCCN1CCCCCC1)c1cc2c(=O)oc3ccccc3c2s1	10	7	9	16*
-9	-1.0	4	2	0	CCOc1ccccc1-n1cnc2cc(C(=O)NCc3ccco3)ccc21	5	-1	5	-1.4
100*	-3.1	9	-4	5	COc1ccc(C(=O)NC(=S)NNC(=O)Cc2cccs2)cc1	17	-5	-8	-3.8
9	-4.2	0	3	1	Nc1cc(N)nc(SCC(=O)N2CCCCC2)n1	2	-8	-9	-1.5
47	-3.8	0	x	-2	CNNC(=S)Nc1cccc(C(F)(F)F)c1	29*	-8	-17	-4.5
45	-3.5	x	-1	4	CN(C)S(=O)(=O)c1cccc(C(=O)Nc2ccc(N3CCOCC3)cc2)c1	8	-15	-14	-1.3
9	-0.7	12	0	1	N#CCCN1CCN(C2=NC(=O)C(=C3CCCCC3)S2)CC1	1	-6	16	-1.9

# (list continues)
PHOSPHO1 inh	IMP-1 inhibitor	NALP1 inh	IDE cell activ	IDE inh	mol	PfM18AAP inh	p-CIP stab down	GPR7 antag	VIM-2 inhibitor
-12	0.0	-7	3	-3	O=C(Cn1cnc2scc(-c3cccc([N+](=O)[O-])c3)c2c1=O)NCc1ccco1	-7	-1	-8	3.6
17	-4.4	7	2	0	Cc1ccc2c(c1)C(O)(CC(=O)c1ccc(C)s1)C(=O)N2 (stereo unspecified)	2	17	-6	-4.9
21	-1.4	-6	2	-13	Cc1cc(C)nc(N/N=C2/CCCC/C2=C\c2ccccc2)n1	-1	1	4	-0.5
-46	-3.1	2	-2	2	O=[N+]([O-])c1ccc(/C=N/N/C(=N/c2ccccn2)c2ccccn2)cc1	11	8	-5	-3.3
-85	-5.1	3	0	-5	Cc1csc(=Nc2ccccc2)n1Cc1ccco1	21	7	-9	-0.3
30	-3.2	1	8	4	Cc1c(NC(=O)C(C)OC(=O)[C@@H](NC(=O)c2ccccc2)C(C)C)c(=O)n(-c2ccccc2)n1C (stereo partly specified)	-3	7	-11	-1.2
11	-2.3	14	-1	-2	C/C(=C\C(=O)c1ccccc1)Nc1cccc(O)c1	31*	-9	3	-0.7
65*	-1.5	-7	-1	13	CCc1c(C)[nH]n(-c2ccc(Oc3ccccc3)c(S(=O)(=O)O)c2)c1=O	1	5	-4	-0.7
15	-2.6	13	-1	5	CCOc1ccccc1CNC(=O)c1ccc2nc(N3CCOCC3)sc2c1	5	-25	-4	-2.1
25	-3.6	-4	3	-1	COCCN1CCn2c(nc3cc(NC(C)=O)ccc32)C1	10	3	-1	-0.3
52	-4.5	49	-5	4	CC1=C(C(=O)Nc2ccc(Cl)cc2)C(c2ccncc2)C(C#N)=C(SCC(N)=O)N1 (stereo unspecified)	15	0	-4	-1.2
24	9.1*	12	-17	10	COc1ccccc1/C=C/C=C1\Oc2c(ccc(O)c2CN(C)C)C1=O	5	-35	2	1.7
-61	-1.4	8	4	-1	CC1(C)CC2(CC(c3cccs3)c3cc(Cl)c(O)cc3O2)NC(=S)N1 (stereo unspecified)	9	-4	12	-2.3
8	-3.7	-2	9	-4	O=C(c1cnsn1)N1CCN(c2ccccn2)CC1	-2	-1	-7	0.8
40	-3.7	-18	6	-11	CCC(C)NCC(O)(c1ccc(Cl)cc1)c1ccc(Cl)cc1 (stereo unspecified)	-5	17	13	2.0
-3	-1.9	21	8	2	CC(=O)Nc1ccc(NC(=O)CN(C)CCC#N)cc1	9	-11	-11	0.5
46	-2.6	12	1	-2	CCc1ccccc1NC(=O)Nc1ccsc1C(=O)OC	7	-4	-11	-0.5
-6	-1.9	15	-3	4	COc1cc(C(=O)NCC(=O)N/N=C/c2cccs2)cc(OC)c1OC	-3	-1	-16	-1.8
10	-1.7	5	1	-2	N#Cc1cn(N2CCCCC2)c(=O)[nH]c1=O	-10	-18	-9	-1.9
28	-2.3	-8	9	2	COc1ccc(CCNC(=O)CSc2nnc(CNC(=O)c3cc(OC)c(OC)c(OC)c3)o2)cc1OC	-4	8	-6	-0.5
5	-2.3	0	9	-2	Nc1cc(-c2ccc(Cl)cc2)nn1S(=O)(=O)c1ccc(Cl)cc1	-4	1	-15	-1.8
27	-5.5	27	4	1	Cc1ccc(NC2=CC(=O)CC(C)(C)C2)c(N)c1	18	-6	-2	-4.5
22	-1.9	7	5	-4	CCCc1cc(=O)[nH]c(SCC(=O)N2CCOCC2)n1	-7	0	-9	-2.7
9	-2.9	7	3	x	Cc1cc(C)cc(NC(=O)c2cccnc2)c1	0	4	-11	-1.4
16	-2.0	-4	-2	8	N#Cc1ccc(OCC(=O)NC2=NCCS2)cc1	4	0	3	-1.8

# Results in IDE cell activ and GPR7 antag (2 entries from above):
Structure	IDE cell activ	GPR7 antag
Nc1cc(N)nc(SCC(=O)N2CCCCC2)n1	3	-9
CNNC(=S)Nc1cccc(C(F)(F)F)c1	x	-17

# (more compounds)
PHOSPHO1 inh	IMP-1 inhibitor	NALP1 inh	IDE cell activ	IDE inh	mol	PfM18AAP inh	p-CIP stab down	GPR7 antag	VIM-2 inhibitor
-8	-3.4	12	x	x	CC(C)Cn1cnc2c(c1=O)c1nc3ccccc3nc1n2Cc1ccc2c(c1)OCO2	-2	10	-6	-0.4
56	-4.0	1	6	5	CC1=CC(=O)C=C(C)C1=NOC(=O)c1cccc([N+](=O)[O-])c1	0	-24	6	-0.9
8	-3.6	-29	-1	-10	CCOP(=O)(CN(CC)C(=O)c1ccccc1Br)OCC	-2	0	-14	-0.7
6	-3.7	-7	0	-2	O=C(Cc1ccc(-c2ccccc2)cc1)NC1CCCC1	4	17	-2	-2.6
-4	-3.0	x	-1	7	Cc1c(Cl)cnc(NC(=O)CSc2nncs2)c1Cl	4	-19	-4	-2.1
13	-0.3	-12	3	5	CCc1ccc(NC(=O)N(C2CCCCC2)C(C)c2cccnc2)cc1 (stereo unspecified)	7	7	1	0.6
13	-2.3	-1	3	-4	Cc1ccc(CN(C)C(=O)C2CCCN2C(=O)c2cccs2)o1 (stereo unspecified)	-67	-12	-2	-1.5
32	-3.0	1	4	x	O=C(NCCN1CCN(c2ccccc2)CC1)C1CCN(S(=O)(=O)N2CCOCC2)CC1	7	-1	-12	-0.4
19	0.6	16	-3	3	Cc1ccccc1OCc1ccc(C(=O)N2CC(C)OC(C)C2)o1 (stereo unspecified)	-18	-13	-2	-0.7
41	-2.9	11	1	0	O=C1CC(N2CCN(C(c3ccccc3)c3ccccc3)CC2)C(=O)N1Cc1ccc(N2CCCC2=O)cc1 (stereo unspecified)	-22	-16	-6	-0.1
18	-5.0	8	0	1	CC(=O)Nc1cccc(C(=O)OC(C(=O)c2ccc(C)cc2)c2ccccc2)c1 (stereo unspecified)	5	-5	-12	-0.4
48	-1.3	-2	4	-1	Cc1c(Br)c([N+](=O)[O-])nn1CC(=O)NCc1ccccc1	-9	-4	0	-1.0
31	-1.3	4	5	0	Cc1oc(/C=N/NC(=O)CN(c2ccccc2Br)S(C)(=O)=O)cc1Br	0	-2	-8	-4.7
31	-3.1	13	-5	2	O=C(Nc1nc(-c2cc(Cl)sc2Cl)cs1)c1cccs1	2	-11	-9	-0.9
6	-1.5	4	0	13	CC(C)N(Cc1nc(-c2ccc(Cl)cc2)no1)C(=O)C(c1ccccc1)c1ccccc1	0	8	-7	-3.5
42	-3.4	0	5	3	CCOc1cc(/C=C/C(=O)O)ccc1OCCOc1ccccc1	2	6	2	-4.1
41	-2.9	11	5	0	CCN(CC)CCCOC(=O)c1ccc(OC)cc1O	-1	6	-5	-2.2
-6	-1.6	7	0	1	CCOC(=O)c1sc(NC(=O)c2ccccc2)cc1C	0	-11	-16	-2.5
22	-2.0	1	4	-2	COCCNC(=O)CSc1nc2ccccc2c(=O)n1CCC(=O)NCCc1ccc(OC)c(OC)c1	-2	-5	-2	-1.3
10	-3.8	2	1	x	O=C(NCCCSc1ccccc1)c1cc(Br)ccc1O	-1	0	-4	-3.3
9	0.7	31	1	-3	CCC1(C)NC(=O)N(CC(=O)Nc2sc3c(c2C(=O)OC)CCCCC3)C1=O (stereo unspecified)	4	-10	-3	-2.0
48	-1.3	-3	-2	-1	COc1ccc(CN2CCN(Cc3cccc4nonc34)CC2CCO)c(C)c1C (stereo unspecified)	-2	2	2	-1.6
16	-1.7	12	-1	5	NC(=O)c1ccccc1NC(=O)CS(=O)(=O)Cc1ccccc1	7	2	3	-3.2
-102	-3.2	-10	5	0	Cc1nn(C)c(C(=O)NNC(=S)NC2CCCCC2)c1Br	15	10	1	-6.0

# PfM18AAP inh: what is marked active above
PHOSPHO1 inh	IMP-1 inhibitor	NALP1 inh	IDE cell activ	IDE inh	mol	PfM18AAP inh	p-CIP stab down	GPR7 antag	VIM-2 inhibitor
47	-3.8	0	x	-2	CNNC(=S)Nc1cccc(C(F)(F)F)c1	29*	-8	-17	-4.5
11	-2.3	14	-1	-2	C/C(=C\C(=O)c1ccccc1)Nc1cccc(O)c1	31*	-9	3	-0.7
